From PubChem
CHT allo act: CHT positive allosteric modulators, primary screen, cell-based, membrane potential dye, choline EC20 | CHT-expressing cells; stronger effect = higher value; LV-AA mutant CHT in HEK293 cells | B-score at 10 µM | hit rate 0.49% among 310,000;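 active = initial fluorescence not abnormally high and integrated response B-score, plate-corrected, over 3 SD above library mean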
STK33 inh: inhibitors of purified STK33 kinase, primary screen, biochemical, ADP-Glo luminescence, homogeneous, cell-free | MBP phosphorylation | inhibition, % at 10 µM | hit rate 0.073% among 320,000;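 active = inhibition at or above 25%, using the most active replicate where run in duplicate; inactive = inhibition below 25%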
Target sequence (Q9BYT3 whole entry, looked up): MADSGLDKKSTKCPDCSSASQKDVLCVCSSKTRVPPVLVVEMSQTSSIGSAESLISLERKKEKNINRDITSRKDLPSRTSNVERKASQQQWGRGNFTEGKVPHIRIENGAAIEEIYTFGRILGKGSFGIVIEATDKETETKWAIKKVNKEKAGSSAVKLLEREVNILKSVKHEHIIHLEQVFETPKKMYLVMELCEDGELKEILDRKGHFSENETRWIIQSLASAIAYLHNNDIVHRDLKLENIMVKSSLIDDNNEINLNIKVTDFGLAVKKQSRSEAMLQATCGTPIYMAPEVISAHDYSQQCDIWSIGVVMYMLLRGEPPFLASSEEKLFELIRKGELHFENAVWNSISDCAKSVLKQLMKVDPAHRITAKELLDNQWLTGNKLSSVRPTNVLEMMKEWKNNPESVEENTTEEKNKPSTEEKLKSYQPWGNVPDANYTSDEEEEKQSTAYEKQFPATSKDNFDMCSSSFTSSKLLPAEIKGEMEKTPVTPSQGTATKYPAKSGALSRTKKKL
CHT block: inhibitors of human choline transporter CHT; CHT-expressing cells, membrane potential dye, choline response; stronger effect = lower value; hit rate 0.86% among 310,000; High affinity choline transporter 1 (Homo sapiens), Q9GZV3; B-score at 10 µM;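 active = B-score over 3 SD under the library average, and starting fluorescence ratio not unusually high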;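 note: choline stimulus applied at its EC90 after an EC20 pre-addition; B-score computed on integrated fluorescence ratio after choline addition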
Starred values were filed as active, the others as inactive; i = inactive; · = not tested or not shown.

Structure,CHT allo act,STK33 inh,CHT block
NS(=O)(=O)c1cnccc1Nc1cccc(Br)c1,i,-3.5,i
Cc1ccc(S(=O)(=O)N2[C@@H](c3ccccc3F)C(C(=O)O)=CC[C@H]2c2ccc(C(C)C)cc2)cc1,i,-0.8,i
COc1ccc(NC(=O)C(=O)NCCC2CCCCN2S(=O)(=O)c2cccs2)cc1 (stereo not given),i,-1.0,i
COc1ccc(-n2c(SCC(=O)NC3CCCCC3)nc3ccsc3c2=O)cc1,i,-0.2,i
N#C/C(=C\c1c[nH]c2ccccc12)C(=O)NC1CCCC1,i,1.5,i
COC(=O)C(O)(CC(=O)Nc1cc(Cl)ccc1Cl)C(F)(F)F (stereo not given),i,-1.2,i
Cc1ccccc1NC(=O)/C(C#N)=C\c1cccnc1,i,-1.1,i
CCOc1ccc(C2Nc3cccc4cccc(c34)N2)cc1OC,i,0.6,i
CCCC(=O)Nc1nnc(CCc2ccccc2)s1,i,-1.3,i
Cn1c2ccccc2c(=O)c2ccc(F)cc21,i,17,i
Cc1ccc(S(=O)(=O)N(CCCN2CCCC2=O)Cc2cc3c(C)ccc(C)c3[nH]c2=O)cc1,i,-0.2,i
CCOc1ccc(NC(=O)/C(C=Nc2ccccc2)=C(\C)O)cc1,i,-2.3,i
COc1ccc(NC(=O)C2(c3ccc(NC(=O)c4ccc(C)cc4)cc3)CCCC2)cc1,i,-1.5,i
CC(C)c1cc(CN2CCN(Cc3ccc(F)c(F)c3)C(CCO)C2)[nH]n1 (stereo not given),i,-1.3,i
Cc1nn(Cc2ccccc2)c(C)c1NC(=O)c1noc2c1CCc1ccccc1-2,i,-0.3,i
CCC1=C2CC[C@H]3C(=O)NC(=O)[C@H]3[C@H]2[C@@]2(Cc3ccccc3)C(=NCC(=O)OC)OC(=O)N2C1=O,i,-0.2,i
CN1CCN(NC(=O)c2cccc(Br)c2)CC1,i,0.4,i
CC1CN(Cc2cc(=O)[nH]c(C3CC3)n2)CC(C)O1 (stereo not given),i,0.2,i
Cc1ccc(-c2nc(CSc3nc4ccccc4c(=O)n3C)cs2)cc1,i,-2.5,i
Cc1ccc(C(=O)N2CCN(c3ccccc3F)CC2)cc1NC1=NC2CS(=O)(=O)CC2S1 (stereo not given),i,-0.7,i

Reformatted as labelled records: part of the list above
Cc1ccc(C(=O)N2CCN(c3ccccc3F)CC2)cc1NC1=NC2CS(=O)(=O)CC2S1 (stereo not given)
  CHT allo act: i	STK33 inh: -0.7	CHT block: i
Cc1nn(Cc2ccccc2)c(C)c1NC(=O)c1noc2c1CCc1ccccc1-2
  CHT allo act: i	STK33 inh: -0.3	CHT block: i
CC1CN(Cc2cc(=O)[nH]c(C3CC3)n2)CC(C)O1 (stereo not given)
  CHT allo act: i	STK33 inh: 0.2	CHT block: i

(more compounds)
Structure,CHT allo act,STK33 inh,CHT block
CCCNS(=O)(=O)c1ccc(OC)c(Cl)c1Cl,i,-0.4,i
COc1ccc(NC(=O)CCS(=O)(=O)c2ccc(OC)cc2)cc1,i,4.2,i
CN1CCc2cccc3c2C1Cc1ccc(O)c(O)c1-3 (stereo not given),i,19,i
CSCCC(=O)N1CCCC(N(C)CCc2ccccc2)C1 (stereo not given),i,0.7,i
Nc1nonc1-n1nnc(C(=O)N/N=C/c2ccc(Cl)cc2Cl)c1CN1CCCC1,i,2.4,i
CCOC(=O)c1ccc(Nc2cc(C)nc(-c3ccccc3O)n2)cc1,i,0.4,i
CCC1=C(OC(=O)N(CC)CC)N2C(=O)OC(=NCC(=O)OC)[C@]2(Cc2ccccc2)[C@H]2C1=CC[C@H]1C(=O)N(CC(=O)OC)C(=O)[C@H]12,i,-1.5,i
COC(=O)c1ccccc1NC(=O)N1CCN(Cc2ccco2)CC1,i,-0.1,i
CCOc1ccc(N2C(=O)C3C4C=CC([C@H]5CC45)[C@@H]3C2=O)cc1 (stereo not given in full),i,-0.2,i
O=c1c2ccccc2nnn1-c1ccc(Br)cc1,i,-3.3,i
Cc1ccc2nc(Cl)c(CNCc3ccccc3)cc2c1,i,-1.6,i
N#Cc1cnn(-c2nc(SCc3ccccc3)nc3sc4c(c23)CCCC4)c1N,i,-1.7,i
CC(C)Cn1c([N+](=O)[O-])nc2c1c(=O)[nH]c(=O)n2C,i,-0.4,i
Nc1ccc2cn[nH]c2c1,i,-3.0,i
COc1ccc(Cc2nnc(N/N=C/c3ccc(O)cc3)[nH]c2=O)cc1OC,i,0.8,i
COc1ccc(-c2cc(-c3ccccc3)c(C#N)c(SCC(=O)O)n2)cc1,i,-1.3,i
COC(=O)C1CCN(c2nc3ccccc3nc2C(C#N)C(=O)OCC(C)C)CC1 (stereo not given),i,0.5,i
CCOc1ccc(CCN2CN(CC)CNC2=S)cc1OCC,i,0.0,i
COc1ccc2c(Cl)c(C(=O)N/N=C3\CCCC(=O)C3)sc2c1,i,1.2,i
Cc1cc(=O)[nH]c(SCC(=O)N2CCc3ccccc3C2)n1,i,-1.8,i
CC(C)(C)c1ccc(OCCC(=O)OCC(=O)Nc2cccnc2Cl)cc1,i,0.5,i
CCOc1ccc(S(=O)(=O)N2CCN(C(=O)CN3C(=O)NC4(CCCC4)C3=O)CC2)cc1,i,-1.5,i
O=C(NCc1cccs1)c1ccc2c(c1)OCCO2,i,0.0,i
C=CCNC(=O)C1CC2Cn3c(nc4ccccc43)C2N1C (stereo not given),i,2.0,i
COCCNC(=O)CN(Cc1ccc2c(c1)OCO2)C(=O)CCC(=O)Nc1nccs1,i,-0.7,i
CC(=O)Nc1ccc(NC(=O)C(F)(F)F)cc1,i,-0.5,i
S=C1NC2(CCCCC2)Nc2ccccc21,i,0.1,i
Cc1ccc(S(=O)(=O)c2nc(-c3ccco3)oc2NCC2CCCO2)cc1 (stereo not given),i,-3.2,i
CCOC(=O)C1C(=O)C=C(/C=C/c2ccccc2)CC1c1ccc(Cl)cc1 (stereo not given),i,0.1,i
CC1CC(C)CN(CCCNC(=O)c2ccc3c(c2)ncn3C2CCCC2)C1 (stereo not given),i,6.2,i
COc1ccc(CNC(=O)C(c2ccncc2)N(C(=O)Cc2cccs2)c2ccc(C)cc2)cc1 (stereo not given),i,-1.7,i
CC(C)c1ccc(C(C)NCCS(=O)(=O)c2ccc(Br)cc2)cc1 (stereo not given),i,-1.8,i
COc1ccc(C(N)c2nccc3cc(OC)c(OC)cc23)cc1OC (stereo not given),7.3*,5.3,i
COc1ccc(CNCc2cc3c(cc2[N+](=O)[O-])OCO3)cc1,i,0.8,i
COC(=O)c1ccc(Oc2coc3cc(OCc4ccc([N+](=O)[O-])cc4)ccc3c2=O)cc1,i,-2.2,i
Cc1ccc(C(=O)NCC(C)(C)N2CCOCC2)s1,i,0.0,i
CCOC(=O)c1cc(-c2ccc(F)cc2)n(CC(=O)N2CCCC2)c1C,i,·,i
c1ccc2oc(NC3=NCN(CC4CCCO4)CN3)nc2c1 (stereo not given),i,-0.2,i
Cc1ccc(C(=O)NCC(=O)N/N=C/c2sccc2C)cc1[N+](=O)[O-],i,0.1,i
Cc1ccc(C)c(N2CCN(C(=O)c3ccc(Cn4c(=S)[nH]c5ccc(N6CCOCC6)cc5c4=O)cc3)CC2)c1,i,-2.4,i

Further structures follow.
SMILES	CHT allo act	STK33 inh	CHT block
CCC(C(=O)OC)n1cnc2c(nnn2-c2ccc(OC)cc2)c1=O (stereo not given)	i	0.5	i
S=c1[nH]nc(COc2ccc(Cl)cc2)n1C1CCCCC1	i	-1.1	i
COc1ccc(C(=O)/C=C/Nc2cc(C)ccn2)cc1	i	4.3	i
CCOc1ccc(N2C(=O)CC(Sc3nc(CC(C)C)ccc3C#N)C2=O)cc1 (stereo not given)	i	-1.5	i
CCOc1ccc(CCNC(=O)COC(=O)c2ccc(OC)c(OC)c2OC)cc1OCC	i	-2.4	i
O=Cc1ccc(N2CCCC2)c(F)c1	i	0.3	i
CN(C)c1ccc(/C=C(/NC(=O)c2ccccc2)C(=O)N2CCCC2)cc1	i	-0.9	i
COc1nc(-c2ccccc2)ccc1-c1noc(-c2ccccc2F)n1	i	-0.4	i
COc1ccc(OC)c(Cc2nnc(CCC(=O)N3CCCCCC3)o2)c1	i	-3.0	i
CC1CCN(Cc2ccc(-c3nnn(CC(=O)Nc4ccccc4Cl)n3)cc2)CC1	i	-3.6	i
NC(=S)COc1ccccc1	i	-0.3	i
Cc1ccc(NC(=O)C2(N3CCC3=O)CCCCC2)cc1	i	0.0	i
CC(C)(C)c1ccc(C2(C)NC(=O)NC2=O)cc1 (stereo not given)	i	-2.0	i
COC(=O)[C@@]12CCCN1[C@H](c1ccc(-c3ccccc3)cc1)[C@@H]1C(=O)N(C)C(=O)[C@@H]12	i	0.0	i
CSc1ccc(CN(C)C(=O)c2cc(=O)c3ccccc3o2)cc1	i	-0.5	i
O=C(CSc1nnc(-c2ccncc2)n1Cc1ccccc1)NC1CCCc2ccccc21 (stereo not given)	i	2.3	i
CCCN(C(=O)CSc1nc2ccccc2n1CC)C1CCS(=O)(=O)C1 (stereo not given)	i	-0.7	i
CCOC(=O)Nc1ccc(NC(=O)c2c(OC)cccc2OC)cc1	i	-0.8	i
CCOC(=O)Cc1c(C)nc2c(-c3ccccc3)cnn2c1C	i	-1.3	i
COC(=O)C1C(=O)c2c([nH]c(C(=O)OCCSC)c2C)CC1C (stereo not given)	i	2.7	i
Cc1sc2nc(-c3ccccc3)oc(=O)c2c1C	i	-3.7	i
CCCCc1c(O)nc(SCC(=O)N2CCOCC2)n(-c2ccccc2OC)c1=O	i	-1.8	i
Cc1cc(N/N=C/c2c(O)ccc3ccccc23)nc(-c2ccccc2O)n1	i	-2.9	i
Cc1n[nH]c(C)c1CCN(C)Cc1cn(C)nc1-c1ccccc1F	i	-0.7	i
CCn1c(-c2cc(-c3cccc(OC)c3)nc3ccccc23)n[nH]c1=S	i	0.6	i
O=C(COc1ccc([N+](=O)[O-])cc1)Nc1ccc(N2CCN(C(=O)c3ccco3)CC2)cc1	i	10	i
C=CCOc1cccc(C2/C(=C(/O)c3ccccc3)C(=O)C(=O)N2CCN2CCOCC2)c1 (stereo not given)	i	-0.5	i
O=C(c1ccco1)N1CCN(S(=O)(=O)c2ccc(F)cc2)CC1	i	-0.7	i
Cc1nn(C(C)CC(=O)O)c(C)c1Br (stereo not given)	i	-2.1	i
CNC(=O)NC(=O)CSc1nnc(-c2ccc(F)cc2)n1CC1CCCO1 (stereo not given)	i	0.8	i
c1cncc(-c2nc3cc4ccccc4cc3[nH]2)c1	i	0.4	i
C=CCc1cccc(/C=N/c2ncccc2O)c1O	i	-0.6	i
COc1ccc2c(c1)CCC/C2=N\OC(=O)c1ccccc1F	i	0.4	i
Cc1sc2ncnc(N3CCC(C(=O)NNC(=O)COc4ccc(Br)cc4)CC3)c2c1C	i	-1.0	i
CCC(NC(=O)NC1=NCCS1)(C(F)(F)F)C(F)(F)F	i	0.2	i
CCOc1ccc(-n2c(SCC(=O)NCc3ccco3)nc3c(c2=O)SCC3)cc1	i	0.1	i
CC(C)c1ccc(C(CC(=O)O)N2Cc3ccccc3C2=O)cc1 (stereo not given)	i	0.0	i
COc1ccc(Cl)cc1S(=O)(=O)Nc1ncn[nH]1	i	-0.9	i
C1=Nc2c(NCc3ccccc3)ncnc2Oc2ccccc21	i	-1.4	i
Cc1sc2ncnc(SCc3ccco3)c2c1C	i	12	i
O=S(=O)(Nc1cccc(-c2ccc(N3CCOCC3)nn2)c1)c1cc(Cl)ccc1Cl	i	-0.2	i
CN(C)c1ccc(C(=O)N(Cc2ccccc2)Cc2ccccc2)cc1	i	-1.7	i
COC(=O)c1ccc(N2Cc3ccccc3/C2=N\C(=O)Nc2ccccc2)cc1	i	0.7	i
Cc1cc(Cl)ccc1OCC(=O)n1cc(C(=O)c2cc(Cl)ccc2O)cn1	i	-1.2	i
CCc1ccc(C(C(=O)NC2CCCC2)N(C(=O)c2csnn2)C2CC2)cc1 (stereo not given)	i	-0.8	i

One compound at a time, from the list above. Order of screens: CHT allo act	STK33 inh	CHT block
`c1cncc(-c2nc3cc4ccccc4cc3[nH]2)c1` reads i	0.4	i
`COc1ccc2c(c1)CCC/C2=N\OC(=O)c1ccccc1F` reads i	0.4	i
`CCC(NC(=O)NC1=NCCS1)(C(F)(F)F)C(F)(F)F` reads i	0.2	i
`Cc1cc(Cl)ccc1OCC(=O)n1cc(C(=O)c2cc(Cl)ccc2O)cn1` reads i	-1.2	i
`C1=Nc2c(NCc3ccccc3)ncnc2Oc2ccccc21` reads i	-1.4	i

Carrying on.
SMILES	CHT allo act	STK33 inh	CHT block
C/C(=N\NC(=O)c1c([N+](=O)[O-])c(C)nn1C)c1ccc(NC(=O)c2ccc(C)o2)cc1	i	-0.4	i
O=C(NC1CCCCC1)c1ccccc1-c1ccccc1	i	-0.3	i
COc1cccc(C(=O)NNC(=O)Cc2ccc([N+](=O)[O-])cc2)c1	i	-1.0	i
Cc1nnc(Nc2ccc(O)cc2)[nH]c1=O	i	1.3	i
Cn1c(SCC(=O)N2c3ccccc3CCc3ccccc32)nnc1-c1ccc(O)cc1	i	-0.5	i
O=C(CCC(=O)NNC(=O)Cc1ccccc1)NCc1ccccc1	i	-1.8	i
CC1=Nn2c(nnc2-c2ccccc2F)SC1	i	-0.4	i
